Compound activity from PubChem BioAssay.
ARFGAP1 inhibitor = inhibitors of rat ARFGAP1 GAP activity, primary screen, biochemical, fluorescence polarization, GDP tracer. Arfgap1-stimulated ARF1 GTP hydrolysis, GDP FP detection. inhibition, % at 16.5 µM. 360,000 compounds, 0.26% hits. AID 651572, 2012;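 active means inhibition above a per-plate limit, mean inhibition of low control wells plus 3 SD, cut at about 25% in these data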;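 further: 0% = DMSO wells with enzyme and 100% = wells lacking Arfgap1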
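Assay system: Rat Arfgap1 GAP domain (His6, aa 1-136), purified enzyme | Buffer or medium: HEPES 25 mM pH 7.5, NaCl 150 mM, MgCl2, DTT | Schedule: GTP hydrolysis reaction 2 h at 25 °C | Signal: FP of antibody-bound GDP Alexa 633 tracer, ex 620/em 688 nm | Measure: Percent inhibition of Arfgap1-stimulated GTP hydrolysis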
ABHD4 inh = ABHD4 inhibitors, primary screen, biochemical, fluorescence polarization, mouse; (Lyso)-N-acylphosphatidylethanolamine lipase (Mus musculus), Q8VD66; purified mABHD4, FP-Rh probe fluorescence polarization; inhibition, % at 8.92 µM; 370,000 compounds, 0.54% hits; AID 720543, 2013;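 active means inhibition exceeding the mean over every tested compound plus 3 SD, cut at about 30% in these data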;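 further: 0% = plate median of compound wells and 100% = S159A mutant with DMSO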
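Assay system: wild-type mouse ABHD4 protein; compound: single nominal dose of 8.92 µM, 0.89% DMSO final; schedule: 45 min + 60 min at 25 °C; measured by: FP readout, ex 525 nm / em 598 nm; evaluation: % inhibition of FP-Rh probe binding versus controls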
NPR2 activator = human GC-B receptor activators, primary screen, HEK293 GC-B cells, cGMP TR-FRET, EC30 CNP | 0% at EC30 CNP, 100% saturating CNP | Atrial natriuretic peptide receptor 2 (Homo sapiens), P20594 | 370,000 compounds, 0.11% hits | activation, % at 10 µM;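 active means activation at 10 µM reaching about 35% in either raw or pattern-adjusted values, limit read from the data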
Target sequence (P20594 whole entry, looked up): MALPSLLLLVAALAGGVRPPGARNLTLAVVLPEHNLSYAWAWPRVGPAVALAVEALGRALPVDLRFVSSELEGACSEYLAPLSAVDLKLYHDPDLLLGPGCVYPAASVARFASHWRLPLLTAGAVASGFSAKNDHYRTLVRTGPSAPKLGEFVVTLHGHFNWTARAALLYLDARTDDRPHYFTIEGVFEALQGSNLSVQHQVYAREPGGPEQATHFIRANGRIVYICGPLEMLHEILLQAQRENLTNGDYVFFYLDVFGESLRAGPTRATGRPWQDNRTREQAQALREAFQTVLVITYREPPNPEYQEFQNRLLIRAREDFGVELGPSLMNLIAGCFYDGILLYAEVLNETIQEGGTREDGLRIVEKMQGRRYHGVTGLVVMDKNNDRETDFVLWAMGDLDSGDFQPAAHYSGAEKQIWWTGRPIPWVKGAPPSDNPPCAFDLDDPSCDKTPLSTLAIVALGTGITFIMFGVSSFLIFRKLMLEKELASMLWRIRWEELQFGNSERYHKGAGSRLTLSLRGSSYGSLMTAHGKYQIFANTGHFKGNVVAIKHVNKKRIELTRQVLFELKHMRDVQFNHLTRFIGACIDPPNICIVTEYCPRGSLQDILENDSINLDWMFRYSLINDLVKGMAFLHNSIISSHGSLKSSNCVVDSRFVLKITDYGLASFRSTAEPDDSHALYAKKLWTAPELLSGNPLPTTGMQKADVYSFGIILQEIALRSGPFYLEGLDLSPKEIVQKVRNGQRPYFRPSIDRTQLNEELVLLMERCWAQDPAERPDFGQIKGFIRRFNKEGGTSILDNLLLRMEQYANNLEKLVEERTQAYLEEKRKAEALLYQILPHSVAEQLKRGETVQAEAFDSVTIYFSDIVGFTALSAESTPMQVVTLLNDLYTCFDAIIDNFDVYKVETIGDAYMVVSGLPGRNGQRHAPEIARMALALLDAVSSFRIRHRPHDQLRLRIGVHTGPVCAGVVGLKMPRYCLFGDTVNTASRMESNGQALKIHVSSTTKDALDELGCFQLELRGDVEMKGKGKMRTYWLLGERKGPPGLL
SMARCA2 activ = SMARCA2 (BRM) function activators, primary screen, cell-based, luminescence, high throughput; MG213 cells, MMTV-luciferase reporter, dexamethasone, overnight; activation, % at 9.1 µM; AID 652017, 2013; 370,000 compounds, 1% hits; in the data active means activation above about 7.8%;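 further: 0% = vehicle wells and 100% = reference activator wells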
rCAG RNA binder = binders of r(CAG) RNA repeats, primary screen, biochemical, fluorescence; r(CAG) RNA repeat, TO-PRO-1 dye displacement fluorescence; AID 651821, 2012; inhibition, % at 3 µM; 370,000 compounds, 1.3% hits;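 active means inhibition above the plate cutoff, the mean of all test compounds on that plate plus 3 SD, cut at about 35% in these data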;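 further: 0% = DMSO alone and 100% = 100 µM mitoxantrone as full dye displacement; higher means more dye released from RNA so lower well fluorescence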
ASAP1 inh = inhibitors of human ASAP1 ArfGAP activity, primary screen, biochemical, fluorescence polarization; Arf-GAP with SH3 domain, ANK repeat and PH domain-containing protein 1 (Homo sapiens), …; ASAP1-stimulated ARF1 GTP hydrolysis, GDP FP detection; inhibition, % at 16.5 µM; 360,000 compounds, 0.19% hits; AID 624377, 2012; in the data active means inhibition above about 25%;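 further: 0% = vehicle with enzyme and substrate and 100% = no enzyme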
PG9 Ab binder = binders of HIV-1 gp120 antibody PG9, primary screen, biochemical, TR-FRET. TR-FRET gp120-PG9 antibody binding. AID 624416, 2012. HIV-1 gp120 / PG9 antibody interaction. inhibition, % at 6.7 µM. 360,000 compounds, 0.43% hits; in the data active means inhibition above about 8.5%
HTRA1 inhibitor = HTRA1 serine protease inhibitors, primary screen, biochemical, fluorescence polarization, HTS | Q92743 | recombinant HTRA1, FP-rhodamine activity-based probe | inhibition, % at 5.96 µM | 340,000 compounds, 0.5% hits; in the data active means inhibition above about 36%;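 further: 0% = enzyme with DMSO and 100% = wells lacking enzyme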
NR1D1 modulator = modulators of Rev-erb alpha DNA binding, primary screen, biochemical, FITC-DNA, fluorescence polarization, uHTS; Rev-erbα–FITC-DNA binding, 90 min; Nuclear receptor subfamily 1 group D member 1 (Homo sapiens), P20393; activity, % at 10 µM; 370,000 compounds, 0.79% hits;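 active means activity above about 14%, limit read from the data; passing the limit was not always enough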;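 further: 0% = DMSO wells with 35 nM protein and 100% = DMSO wells with 750 nM protein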
NPR1 activator = GC-A stimulated cGMP production enhancers – HEK293 GC-A cells, cGMP TR-FRET, EC30 ANP, primary screen; Atrial natriuretic peptide receptor 1 (Homo sapiens), P16066; 0% at EC30 ANP, 100% saturating ANP; activation, % at 10 µM; 370,000 compounds, 0.14% hits; AID 1671463, 2021; in the data active means activation above about 40%
Numbers without * were called inactive; . = not tested or not shown. Compounds as they come, and some 4.4% of all compounds hit somewhere here.

SMILES	ARFGAP1 inhibitor	ABHD4 inh	NPR2 activator	SMARCA2 activ	rCAG RNA binder	ASAP1 inh	PG9 Ab binder	HTRA1 inhibitor	NR1D1 modulator	NPR1 activator
Oc1ccc(C[C@H]2CNC(=S)N2CC2CCCN2C[C@H](Cc2ccccc2)N2C[C@H](Cc3ccc(O)cc3)N(CC3CCCCC3)C2=S)cc1 (some centres not stated)	15.9	-46.4	3.9	-3.1	22.4	7.5	-1.1	.	2.8	0.6
O=C(CSCc1ccccc1)Nc1ccc2c(c1)C(=O)NC2=O	1.0	-4.0	3.9	1.5	4.6	7.8	-0.6	-12.9	2.0	-1.5
O=C(Cc1ccc(Cl)cc1)Nc1ccc(Cl)cn1	14.4	3.4	-2.8	-1.8	-0.7	3.3	1.0	-12.5	-4.4	0.9
CS(=O)(=O)NCc1ccc(C(=O)NC2CCCCC2)cc1	.	.	-1.1	.	.	.	.	10.0	-3.1	1.4
NS(=O)(=O)c1ccc(CNC(=O)c2ccc(S(=O)(=O)NCc3ccco3)cc2)cc1	1.9	2.1	-0.4	0.1	3.8	-8.2	-0.6	-3.8	4.5	0.8
Cn1c2c(c(=O)n(C)c1=O)C(c1cccc([N+](=O)[O-])c1)Nc1ccccc1O2 (configuration not stated)	6.3	6.4	-12.6	-0.8	-2.3	-12.0	-1.6	3.7	5.6	-5.0
NC(=S)N/N=C1\CC(n2nnnc2-c2ccccc2Cl)C2COC1O2 (configuration not stated)	5.1	-1.8	-5.2	7.8*	-1.5	0.5	-0.8	2.4	4.8	-4.0
Cc1ccc(NC2=NCC(=O)N2C2CCCC2)cc1C	8.0	7.4	6.2	-0.1	-7.4	1.7	-2.6	-1.0	-0.2	-2.6
COP(=O)(OC)c1nc(-c2cccc3ccccc23)oc1N1CCCCC1	2.5	1.8	-7.3	0.2	-10.2	0.8	0.2	1.9	0.6	-2.1
Cc1ccc(S(=O)(=O)/N=C(\c2ccccc2)N(C)S(=O)(=O)c2ccccc2)cc1	-2.5	1.0	1.0	1.6	2.0	5.8	-1.0	-1.0	-6.5	-4.5
CCn1c(=O)c(=O)[nH]c2cc(C(=O)NC3CC3)ccc21	6.3	6.6	3.0	0.8	0.8	-4.3	0.9	3.2	-2.2	4.3
COc1ccc2cc(CN(Cc3ccco3)Cc3nnnn3C3CCCCC3)c(=O)[nH]c2c1	-2.0	-5.8	3.0	-0.8	-4.1	1.1	-0.4	-22.6	-4.0	1.5
O=S(=O)(Nc1ccc(F)cc1Cl)c1ccc(-c2cnc(C3CC3)o2)cc1	-3.2	-5.8	0.5	-2.8	21.5	-2.5	-2.0	-15.7	-1.0	-1.1
Cc1cc(NC(=O)c2cnn3cccnc23)nn1CC(=O)Nc1cccnc1	10.8	-5.2	-2.9	-2.8	0.5	-19.6	-0.7	1.4	6.2	-0.4
CC(=O)Nc1ccccc1C(=O)N1CCN(Cc2ccccc2)CC1	3.4	-3.4	1.4	-4.2	2.2	6.9	0.1	-17.8	-1.5	-1.7
COc1ccc(CNC(=O)c2cc(S(=O)(=O)N3CCOCC3)cn2C)cc1	6.0	7.3	-6.3	-0.8	1.6	0.9	4.4	2.2	1.4	3.4
CCOc1ccccc1NC(=O)NS(=O)(=O)c1ccc(C)cc1	22.6	-9.9	-4.7	-2.5	4.2	-10.9	-0.5	-0.8	7.2	6.2
O=C(O)c1ccccc1Sc1ccccc1S(=O)(=O)NC1CCCCC1	2.9	5.0	3.2	-1.0	9.6	9.0	-1.9	.	-5.8	-2.7
CC[C@@]1(C(=O)OC)N[C@H](CN(C)C(=O)c2ccc(C(C)(C)C)cc2)[C@@H]2C(=O)N(Cc3ccccc3)C(=O)[C@@H]21	-10.2	5.1	6.5	-3.9	0.8	-5.5	-0.1	-2.9	2.1	-1.8
CS(=O)(=O)Oc1ccc(Br)c2cccnc12	-4.4	3.3	2.9	2.0	-0.1	8.0	1.5	7.0	1.8	-1.8

Profiles from above. Order of values: ARFGAP1 inhibitor | ABHD4 inh | NPR2 activator | SMARCA2 activ | rCAG RNA binder | ASAP1 inh | PG9 Ab binder | HTRA1 inhibitor | NR1D1 modulator | NPR1 activator
O=C(O)c1ccccc1Sc1ccccc1S(=O)(=O)NC1CCCCC1 is listed with 2.9 | 5.0 | 3.2 | -1.0 | 9.6 | 9.0 | -1.9 | . | -5.8 | -2.7
NC(=S)N/N=C1\CC(n2nnnc2-c2ccccc2Cl)C2COC1O2 (configuration not stated) is listed with 5.1 | -1.8 | -5.2 | 7.8* | -1.5 | 0.5 | -0.8 | 2.4 | 4.8 | -4.0
Oc1ccc(C[C@H]2CNC(=S)N2CC2CCCN2C[C@H](Cc2ccccc2)N2C[C@H](Cc3ccc(O)cc3)N(CC3CCCCC3)C2=S)cc1 (some centres not stated) is listed with 15.9 | -46.4 | 3.9 | -3.1 | 22.4 | 7.5 | -1.1 | . | 2.8 | 0.6
Cc1ccc(NC2=NCC(=O)N2C2CCCC2)cc1C is listed with 8.0 | 7.4 | 6.2 | -0.1 | -7.4 | 1.7 | -2.6 | -1.0 | -0.2 | -2.6

(further entries)
SMILES	ARFGAP1 inhibitor	ABHD4 inh	NPR2 activator	SMARCA2 activ	rCAG RNA binder	ASAP1 inh	PG9 Ab binder	HTRA1 inhibitor	NR1D1 modulator	NPR1 activator
CCOC(=O)/C=c1\s/c(=C\c2ccc(-c3ccccc3)cc2)c(=O)n1CC(=O)NCc1ccc2c(c1)OCO2	10.2	-1.4	2.1	-1.5	9.8	-16.3	1.0	-18.2	-3.4	-0.1
Cc1ccc(NC(=O)CN2C(=O)N/C(=C/c3ccccc3OCc3cccc(C(=O)O)c3)C2=O)cc1	14.4	-15.1	-10.2	4.0	75.8*	0.3	-0.9	-51.7	2.7	-0.1
Cc1ccc2c(CC(=O)OCn3nnc4ccccc4c3=O)coc2c1	-8.0	-6.2	-5.3	1.1	-2.6	1.2	-0.4	7.0	4.3	-0.8
O=C(COC(=O)CNC(=O)C1CCCCC1)Nc1ccc(F)c([N+](=O)[O-])c1	4.4	1.4	-2.6	4.8	0.5	14.2	-1.4	-2.0	-2.7	0.2
Cc1ccc(CCNC(=O)C2CCN(S(=O)(=O)c3cccc4nsnc34)CC2)cc1	4.0	-1.1	6.4	-2.5	-0.6	-6.4	-1.2	5.8	-4.6	-4.3
CS(=O)(=O)N(Cc1ccc(C(=O)NCCSc2ccccn2)cc1)c1ccccc1	-4.7	-3.3	5.4	-3.7	-3.4	-0.2	2.9	-1.7	0.2	0.1
CC(NC(=O)COc1ncnc2cc([N+](=O)[O-])ccc12)c1ccccc1 (configuration not stated)	1.9	3.8	-3.2	-0.8	6.9	8.3	-1.2	6.7	5.3	3.0
CCCn1c(=O)[nH]c(=O)c2c1nc(-c1ccccc1OC(F)F)n2CCOC	2.7	-4.3	-0.8	0.5	-2.4	-6.0	1.3	4.7	-2.3	-3.0
CCN1C(=O)CSC1=Nc1ccc(OC)cc1	0.3	-0.3	-4.4	-0.3	-0.3	-3.3	-0.6	2.5	-3.5	-2.2
Cc1ccc(-c2noc(CN3C(C)CCCC3C)n2)cc1 (configuration not stated)	-3.6	-3.0	0.9	0.9	9.2	-1.3	1.1	-12.4	-6.5	-4.4
Cc1cnc(NC(=O)c2ccncc2)s1	3.7	-12.7	2.0	-2.7	0.7	3.4	-1.0	-0.6	0.7	1.6
Fc1ccc(-c2nnc(-n3nnc4ccccc43)c3ccccc23)cc1	5.3	2.7	1.4	-0.5	0.4	0.3	-0.7	-3.0	-12.1	-0.5
CCOc1ccc2ccccc2c1/C=N/NC(=O)c1c(C)cc(C)[nH]c1=O	3.1	0.6	-7.4	-4.8	0.7	0.3	1.4	-6.1	-2.6	-11.8
C=CCNC(=O)COc1ccc(S(=O)(=O)NC2CCCCC2)cc1	-4.5	-1.1	3.9	-2.0	-6.5	-10.6	-1.8	1.7	-1.4	-1.6
Cc1ccc(C(=O)NC(C)c2ccc(-n3ccnc3)cc2)cc1S(=O)(=O)N1CCOCC1 (configuration not stated)	9.8	-4.7	-1.2	-0.6	1.8	-15.7	2.4	1.3	0.6	-1.2
CCOC(=O)C1(C)CCN1C(=O)c1ccccc1OC(F)(F)F (configuration not stated)	-8.0	-0.4	-2.9	-5.5	-0.8	1.4	-0.5	.	-0.8	1.7
COc1ccc2c(CC(=O)OCC(=O)N(C)c3c(N)n(Cc4ccccc4)c(=O)[nH]c3=O)coc2c1	-5.9	-0.7	2.9	-0.8	11.1	-6.3	1.6	-10.9	-4.6	0.8
CC(CC(=O)NC1CCCCC1)S(=O)(=O)c1ccc2c(c1)CCN2C(=O)C1CC1 (configuration not stated)	0.5	6.9	3.7	-0.3	-1.4	-1.2	-1.3	4.0	-4.2	-3.4
Nc1nonc1-c1nc2ccccc2n1CC(=O)N/N=C/c1ccc(-c2ccccc2C(=O)O)o1	10.3	2.2	-1.4	1.7	28.9	7.1	-1.2	4.0	-10.6	0.1
CC1(C)Cc2ccccc2-c2nc(NN)[nH]c(=O)c21	-8.9	-0.9	-1.5	0.2	8.0	2.5	-1.2	0.4	3.2	-3.1
O=C(CCCc1nc2ccccc2s1)NCc1ccccc1F	-5.0	-2.8	1.6	0.6	-0.9	-0.4	-0.3	15.4	3.2	1.9
COc1ccc(S(=O)(=O)N2CCC(C(=O)NCC3CCCO3)CC2)cc1 (configuration not stated)	-2.3	-1.1	5.7	-1.9	-1.9	-11.9	1.7	10.4	0.1	4.0
COC(=O)c1cc2ccccc2c(=O)s1	17.3	-14.4	8.6	0.2	0.3	2.5	2.9	2.3	3.9	-2.5
CCC1(C)Cc2c(sc3nc(SC)nc(N)c23)CO1 (configuration not stated)	1.3	-1.8	-9.7	-3.1	1.8	-11.2	0.3	-3.6	6.9	1.0
Cn1c(=O)oc2cc(S(=O)(=O)N3CCCC(C(=O)NCCN4CCOCC4)C3)ccc21 (configuration not stated)	6.5	1.3	-0.5	-2.3	1.2	3.9	-1.2	1.4	-2.5	2.0
O=C(NCc1ccc(F)cc1)C1CCN(C(=O)Nc2ccc(F)cc2)CC1	-7.6	-11.8	9.6	-0.6	1.2	-17.8	-0.4	2.3	0.4	2.1
C=CCn1c(SCC(=O)NCC)nc2sc3c(c2c1=O)CCC3	-1.9	-7.0	-1.5	-1.5	-4.2	5.8	0.7	-3.3	1.7	-4.0
C/C(=N\NC(=S)NCCc1ccccc1)c1ccc(O)cc1O	9.5	14.4	-6.4	-1.6	17.5	11.6	-2.1	29.1	1.4	1.0
